# Source: PubChem BioAssay (several laboratories)
# DAX1 inh-1: DAX1 (NR0B1) inhibitors, primary screen, cell-based, HEK293, Gal4-DAX1, luciferase luminescence; Nuclear receptor subfamily 0 group B member 1 (Homo sapiens), P51843; 340,000 compounds, 0.99% hits; inhibition, % at 6.75 µM; HEK293 Gal4-DAX1 luciferase reporter; AID 504766, 2011;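 active means inhibition above the mean over all tested compounds plus 3 SD, cut at about 4.2% in these data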;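 further: 0% = DAX1-transfected cells with DMSO and 100% = empty-vector control cells with DMSO; inhibition shows as a rise in luminescence from relieved DAX1 repression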
# Target sequence (P51843 207-470 limits assumed): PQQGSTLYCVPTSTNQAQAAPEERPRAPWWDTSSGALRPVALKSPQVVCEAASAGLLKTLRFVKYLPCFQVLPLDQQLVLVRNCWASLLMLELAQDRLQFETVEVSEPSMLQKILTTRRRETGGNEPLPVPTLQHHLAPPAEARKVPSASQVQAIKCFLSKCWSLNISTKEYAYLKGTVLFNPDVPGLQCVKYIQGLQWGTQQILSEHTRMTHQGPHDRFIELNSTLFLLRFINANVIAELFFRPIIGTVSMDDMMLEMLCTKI
# SMARCA2 activ: SMARCA2 (BRM) function activators, primary screen, cell-based, luminescence, high throughput | MG213 cells, MMTV-luciferase reporter, dexamethasone, overnight | activation, % at 9.1 µM | 370,000 compounds, 1% hits | AID 652017, 2013; in the data active means activation above about 7.8%;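 further: 0% = vehicle wells and 100% = reference activator wells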
# MBD2 DNA inh: inhibitors of MBD2 binding to methylated DNA, primary screen, biochemical, TR-FRET, DNA-binding domain, human; MBD2 binding to methylated oligonucleotide; 370,000 compounds, 0.31% hits; AID 686964, 2013; Methyl-CpG-binding domain protein 2 (Homo sapiens), Q9UBB5; inhibition, % at 4.4 µM; in the data active means inhibition above about 13%
# hcDAF12 agonist: H. contortus DAF-12 nuclear receptor activators, primary screen, cell-based, luminescence, HEK293, lit1-tk-luc reporter; HEK293 hcDAF-12 lit1-tk-luc reporter; 0% DMSO, 100% Δ7-dafachronic acid; activation, % at 6.8 µM; 370,000 compounds, 1.4% hits; AID 652067, 2013;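 active means activation above the mean of all tested compounds plus 3 SD, cut at about 5.5% in these data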;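 further: 100% = response to 3 µM Δ7-dafachronic acid high control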
# PLCb3 inh: human PLC-beta3 inhibitors, primary screen, biochemical, fluorescence; Purified PLC-beta3, fluorogenic substrate; AID 720704, 2013; 370,000 compounds, 0.18% hits; inhibition, % at 12.2 µM; in the data active means inhibition above about 11%;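 further: 0% = median of compound wells on plate and 100% = full blocker control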
# NR1D1 modulator: modulators of Rev-erb alpha DNA binding, primary screen, biochemical, FITC-DNA, fluorescence polarization, uHTS; activity, % at 10 µM; Rev-erbα–FITC-DNA binding, 90 min; Nuclear receptor subfamily 1 group D member 1 (Homo sapiens), P20393; 370,000 compounds, 0.79% hits;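 active means activity above about 14%, limit read from the data; passing the limit was not always enough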;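 further: 0% = DMSO wells with 35 nM protein and 100% = DMSO wells with 750 nM protein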
# Target sequence (P20393 whole entry, looked up): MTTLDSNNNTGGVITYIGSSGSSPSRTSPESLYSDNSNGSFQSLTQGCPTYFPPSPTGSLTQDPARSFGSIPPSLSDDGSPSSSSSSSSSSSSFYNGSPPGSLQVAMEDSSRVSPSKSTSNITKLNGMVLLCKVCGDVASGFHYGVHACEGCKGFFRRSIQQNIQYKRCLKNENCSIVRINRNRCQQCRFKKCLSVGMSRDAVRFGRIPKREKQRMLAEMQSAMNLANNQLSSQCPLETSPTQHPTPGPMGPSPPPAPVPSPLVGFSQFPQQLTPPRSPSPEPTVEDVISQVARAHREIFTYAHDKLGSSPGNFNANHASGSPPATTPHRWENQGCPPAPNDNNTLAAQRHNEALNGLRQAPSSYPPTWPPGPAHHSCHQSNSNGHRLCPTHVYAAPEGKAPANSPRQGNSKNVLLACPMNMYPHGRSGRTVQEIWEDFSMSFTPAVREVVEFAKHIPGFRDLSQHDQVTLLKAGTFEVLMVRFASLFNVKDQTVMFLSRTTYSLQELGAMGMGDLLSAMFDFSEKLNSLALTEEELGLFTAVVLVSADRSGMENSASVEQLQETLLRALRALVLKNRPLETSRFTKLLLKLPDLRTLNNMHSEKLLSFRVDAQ
# ssDAF-12 act: S. stercoralis DAF-12 nuclear receptor activators, primary screen, cell-based, luminescence, HEK293, GRIP1 co-expression, lit1-tk-luc. activation, % at 6.8 µM. AID 652126, 2013. HEK293 ssDAF-12/GRIP1 lit1-tk-luc reporter; % of 3 µM dafachronic acid response. 370,000 compounds, 1% hits;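 active means activation above the mean over all tested compounds plus 3 SD, cut at about 0.9% in these data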;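 further: 0% = DMSO-only wells and 100% = 3 µM delta7-dafachronic acid wells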
# PLCg1 inh: PLC-gamma1 enzyme inhibitors, primary screen, biochemical, fluorescence, purified enzyme; 370,000 compounds, 0.84% hits; inhibition, % at 12.2 µM; fluorogenic substrate; in the data active means inhibition above about 9.5%
# hgDAF12 agonist: H. glycines DAF-12 receptor agonists, primary screen, cell-based, luminescence, HEK293, GAL4 fusion, UAS-luciferase | Nuclear hormone receptor DAF-12 (Heterodera glycines), GAL4 fusion | HEK293 GAL4-hgDAF12 UAS-luciferase reporter, agonist luminescence; normalized to butyrate control | activation, % at 6.8 µM | 370,000 compounds, 1.8% hits;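 active means activation above a cutoff set at the mean of all screened compounds plus 3 SD, cut at about 10% in these data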;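 further: 0% = DMSO wells and 100% = sodium butyrate wells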
# DAX1 inh-2: DAX1 (NR0B1) inhibitors on StAR promoter, primary screen, cell-based, luminescence, SF-1 (NR5A1), full-length DAX-1; HEK293T StAR-luciferase reporter, SF-1/DAX-1 repression relief; inhibition, % at 6.8 µM; 370,000 compounds, 1.1% hits; AID 652010, 2013;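 active means inhibition above the mean over all tested compounds plus 3 SD, cut at about 3.6% in these data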;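 further: 0% = DAX-1 cells with DMSO and 100% = cells lacking DAX-1 with DMSO; higher inhibition means more luminescence from relief of DAX-1 repression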
# ADAM17 inh: ADAM17 inhibitors, primary screen, biochemical, QFRET; inhibition, % at 6.95 µM; 370,000 compounds, 0.83% hits; Disintegrin and metalloproteinase domain-containing protein 17 (Homo sapiens), P78536; recombinant ADAM17, EDANS/DABCYL FRET peptide cleavage;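 active means inhibition above the mean of compounds lying between control limits plus 3 SD, set per campaign, cut at about 8.5% in these data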;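 further: 0% = DMSO-only wells as the low control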
# * marks the source's active call; other numbers are inactive results; i = inactive; nt = not tested or not shown.
cpd	smiles	DAX1 inh-1	SMARCA2 activ	MBD2 DNA inh	hcDAF12 agonist	PLCb3 inh	NR1D1 modulator
1	COc1ccc(CN2CCN(C(=O)Cc3ccccc3)CC2)cc1OC	-0.4	-4	-1	-1.4	-17	1
2	ClC(Cl)(Cl)c1ccccc1	-0.1	3	-2	-2.4	0	0
3	c1ccc2c(c1)[nH]c1cnccc12	-0.1	-3	-2	-0.1	-377	3
4	O=C(COC(=O)Cc1ccccc1)NNC(=O)c1ccc([N+](=O)[O-])cc1	-0.1	0	-2	0.9	2	-7
5	Cc1cc(=O)oc2cc3c(cc12)CCCN3	1.1	0	-7	3.1	i	-10
6	CC(C)CN(CC(C)C)C(=O)C1C2c3ccccc3C(c3ccccc32)C1C(=O)O (stereo not drawn)	4.0	-3	-2	-1.4	-4	2
7	C=CCC1(CN2CCCCCC2=O)C(=O)NC(=O)NC1=O	0.0	3	0	-0.8	0	-5
8	CCOC(=O)C(=CNc1ccc(C(O)(C(=O)OCC)C(F)(F)F)cc1C)C(=O)OCC (stereo not drawn)	-0.7	-2	-2	-2.5	-6	-2
9	Cc1cc(NC(=O)C(Cl)(Cl)Cl)no1	-0.3	-3	-3	2.4	3	3
10	CC(C)C(NC(=O)C(C(C)C)N(C)C)C(=O)N(C)C(C(=O)N1CCCC1C(=O)N1CCCC1C(=O)NCc1ccccc1)C(C)C (stereo not drawn)	1.4	-2	-3	-0.3	3	-2
11	COc1ccccc1N1C(=O)NC(=O)/C(=C\c2cnn(-c3ccccc3)c2)C1=O	-0.9	1	-5	0.2	-5	3
12	C=C1C(C)C2C(Cc3ccccc3)NC(=O)C23C(OC(C)=O)C=CC(C)(O)CC(C)CC=CC3C1O (stereo not drawn)	4.2*	14*	3	0.6	4	-1
13	CCN1C(=O)N(CC)C(=O)C2(Cc3ccccc3N3CCN(c4ccccc4)CC32)C1=O (stereo not drawn)	nt	-1	3	8.7*	-13	-3
14	CC1(C)CN=C(NCc2ccccc2)S1	1.1	5	-5	-1.2	0	1
15	CCN1C[C@]2(C)CC[C@H](O)[C@]34C1[C@H](C[C@H]23)[C@@]1(O)C[C@H](OC)[C@H]2C[C@@H]4[C@@H]1C2O (stereo partly drawn)	0.2	-2	0	0.1	-2	7

cpd	ssDAF-12 act	PLCg1 inh	hgDAF12 agonist	DAX1 inh-2	ADAM17 inh
1	-0.7	-18	-0.4	-2.8	-1
2	-1.5	0	-0.4	1.2	-2
3	-1.4	-277	-0.8	-0.4	-183
4	-0.8	2	0.0	-1.5	0
5	-0.3	i	3.5	-0.9	i
6	-1.3	-14	0.9	-0.2	3
7	-1.1	-4	-1.2	-0.1	-4
8	-2.3	-4	-2.5	-1.6	6
9	-1.5	5	-2.3	0.4	0
10	-0.1	-2	-6.7	5.4*	0
11	-1.4	0	0.6	0.8	-1
12	-0.9	-1	-3.2	3.8*	0
13	0.2	-8	9.7	0.9	2
14	-0.8	4	0.4	0.0	2
15	-0.4	0	0.4	0.3	-6

# Individual results from the entries so far.
# cpd 5 @ hgDAF12 agonist = 3.5
# cpd 3 @ hcDAF12 agonist = -0.1
# cpd 1 @ hcDAF12 agonist = -1.4
# cpd 9 @ PLCg1 inh = 5

# Remaining list, next part.
cpd	smiles	DAX1 inh-1	SMARCA2 activ	MBD2 DNA inh	hcDAF12 agonist	PLCb3 inh	NR1D1 modulator
16	COC(=O)C(O)(c1ccc(NC(=O)NC2CCCCC2)cc1)C(F)(F)F (stereo not drawn)	0.9	10*	0	0.9	1	-1
17	CCNCC(O)c1cccc(O)c1 (stereo not drawn)	-0.4	-5	0	-2.1	-3	-3
18	CCOP(=O)(OCC)C(O)c1ccccc1 (stereo not drawn)	3.4	-4	3	-1.7	-3	1
19	CCc1c(C)nc(N)nc1N1N=C1SCCOc1ccccc1	-0.2	-1	4	-0.8	-3	-5
20	COC1=CC(=O)O[C@@H](/C=C/c2ccccc2)C1	0.8	0	-6	-1.1	0	-12
21	COC(=O)C1=C(c2ccccc2OCc2ccccc2)C[C@@H]2CC[C@H]1N2C(=O)NCCc1ccc(F)cc1	0.9	-2	-6	-2.8	4	11
22	CN(C)c1ccc(C=C2C(=O)NC(=S)NC2=O)cc1	1.0	-2	1	1.0	2	-3
23	CCCCn1c(O)c(C=NCCN2CCCCC2)c(=O)[nH]c1=O	-0.5	1	-2	-1.0	2	0
24	O=S(=O)(c1ccc(Cl)cc1)c1ccc(Cl)cc1	0.8	-2	3	-0.9	3	7
25	COC(=O)C1=C(c2c(C)noc2C)C[C@@H]2CC[C@H]1N2C(=O)NCc1ccco1	0.6	0	-5	-1.3	-5	-1
26	O=C(Nc1cccc(C(F)(F)F)c1)OC1CN2CCC1CC2 (stereo not drawn)	-0.4	0	0	1.6	-4	1
27	CCOc1ccc([N+](=O)[O-])cc1CNCCc1ccccc1	1.1	1	-4	2.7	2	-2
28	O=c1c2ccccc2nc(/C=C/c2ccc(F)cc2)n1-c1ccccc1O	0.2	-2	2	1.4	-20	2
29	CCOC(=O)C1(CCCc2ccccc2)CCN(C2CCCC2)CC1	-0.6	-1	-1	0.1	-1	-5
30	O=C1NC(=O)C(=Cc2ccc(OCCOc3ccc([N+](=O)[O-])cc3)cc2)C(=O)N1	0.5	-1	-1	0.2	-3	-5

cpd	ssDAF-12 act	PLCg1 inh	hgDAF12 agonist	DAX1 inh-2	ADAM17 inh
16	0.7	2	11*	1.8	3
17	-1.5	3	-2.4	1.1	-1
18	-1.0	1	1.0	-0.3	-3
19	-0.9	0	2.0	-0.3	-4
20	-0.8	1	-1.6	0.5	-4
21	-1.9	4	-3.9	-0.4	10.0*
22	-0.9	6	2.7	-0.2	-4
23	-0.7	3	0.8	0.7	-3
24	-1.4	0	-2.6	-0.5	0
25	-1.4	-6	1.8	-0.1	-1
26	-1.1	3	0.1	-0.1	-4
27	-0.5	2	0.5	-0.8	2
28	-0.7	-10	-2.5	-0.4	-6
29	-0.8	-1	6.7	-0.4	-1
30	-1.5	0	3.7	-1.0	-1

# Part of the list above in a different format.
# Sequence of screens: DAX1 inh-1	SMARCA2 activ	MBD2 DNA inh	hcDAF12 agonist	PLCb3 inh	NR1D1 modulator	ssDAF-12 act	PLCg1 inh	hgDAF12 agonist	DAX1 inh-2	ADAM17 inh
23: CCCCn1c(O)c(C=NCCN2CCCCC2)c(=O)[nH]c1=O
    -0.5	1	-2	-1.0	2	0	-0.7	3	0.8	0.7	-3
24: O=S(=O)(c1ccc(Cl)cc1)c1ccc(Cl)cc1
    0.8	-2	3	-0.9	3	7	-1.4	0	-2.6	-0.5	0
25: COC(=O)C1=C(c2c(C)noc2C)C[C@@H]2CC[C@H]1N2C(=O)NCc1ccco1
    0.6	0	-5	-1.3	-5	-1	-1.4	-6	1.8	-0.1	-1
26: O=C(Nc1cccc(C(F)(F)F)c1)OC1CN2CCC1CC2 (stereo not drawn)
    -0.4	0	0	1.6	-4	1	-1.1	3	0.1	-0.1	-4

# Additional results.
cpd	smiles	DAX1 inh-1	SMARCA2 activ	MBD2 DNA inh	hcDAF12 agonist	PLCb3 inh	NR1D1 modulator
31	N#CC1=C(N)Oc2c(c(=O)oc3ccccc23)C1c1ccc([N+](=O)[O-])o1 (stereo not drawn)	-0.3	3	0	2.2	-68	1
32	Cc1ccc(S(=O)(=O)N2CN3CCN(C3)C2)cc1	0.1	-8	-3	-0.8	-5	6
33	COc1ccc(OC)c(-n2c(O)c(C=Nc3c(C)n(C)n(-c4ccccc4)c3=O)c(=O)[nH]c2=O)c1	0.9	-3	2	2.5	-6	2
34	O=C(COc1ccccc1)N1CCN(CC2CC=CCC2)CC1 (stereo not drawn)	-0.8	0	2	-1.8	-5	2
35	COc1cc(C(O)CNC(C)C)cc(F)c1OC (stereo not drawn)	1.7	1	-2	0.2	2	4
36	COc1ccc(OC(=O)N(C)C[C@@H]2OCc3cnnn3CCCC(=O)N([C@H](C)CO)C[C@H]2C)cc1	2.9	-4	2	-1.2	-2	-5
37	c1cc(C2N3CCCN2CC3)ccn1 (stereo not drawn)	0.2	1	3	-2.5	-5	-5
38	CN1CCc2nc(N)c(C#N)c(-c3ccccc3)c2C1	1.1	-2	4	-1.3	-97	nt
39	O=C(NCCO)c1nsnc1NCCCl	-0.6	-1	2	-0.4	1	2
40	O=C1NC(=O)C2(Cc3ccccc3N3CCCC32)C(=O)N1 (stereo not drawn)	-0.7	-1	2	0.9	-75	2
41	CC(C)(C)C(=O)N1Cc2cnnn2-c2ccccc2C1C#N (stereo not drawn)	-0.3	-1	3	1.3	2	1
42	N=c1sccn1Cc1ccccc1F	1.9	-1	1	-1.6	-7	5
43	COc1ccc(C)cc1NC(=O)N1CCC2(CC1)OCCO2	0.1	0	0	-0.2	2	-1
44	Cc1ccccc1CS(=O)(=O)Cc1ccc(C(=O)N2CCC3(CC2)OCCO3)o1	3.8	-2	2	-2.2	4	-6
45	O=C(CCN1C(=O)COc2ccccc21)N1CCC2(CC1)OCCO2	-1.2	0	2	0.1	0	-6
46	COC(=O)COc1cc(C)cc2oc(=O)c3c(c12)CCCC3	-0.3	-1	-4	-4.1	-44	-4
47	Cc1cc2c(s1)NC(=O)CN=C2c1cccs1	-0.4	-1	2	-0.2	-6	-1
48	CCc1ccccc1NC(=O)CSc1nnc([C@@H](N)Cc2c[nH]c3ccccc23)o1	0.7	1	-4	-2.2	-17	10

cpd	ssDAF-12 act	PLCg1 inh	hgDAF12 agonist	DAX1 inh-2	ADAM17 inh
31	-1.2	-45	-0.9	-0.4	-7
32	-0.7	2	-1.9	0.1	-3
33	-0.9	-2	3.1	-0.4	-1
34	-0.7	-1	-1.3	-0.1	0
35	-1.5	-2	1.2	-0.6	-3
36	-0.8	2	-0.4	0.4	-5
37	-1.6	2	0.4	0.0	-2
38	-1.2	-89	-0.7	-0.5	-62
39	-1.2	2	-1.8	0.0	-2
40	-0.3	-44	1.6	0.4	-22
41	-1.0	-1	-0.7	2.1	-3
42	-1.1	1	2.0	0.0	-5
43	-1.3	0	-1.9	-0.3	0
44	-1.7	-2	1.2	0.2	-1
45	-1.6	-2	0.9	0.9	-6
46	-1.8	-43	0.8	-1.8	-54
47	-1.6	-4	-1.3	0.1	0
48	-1.2	-15	-2.0	-0.6	0

# These rows are one share of the data (hit frequency here may not be typical).
